# Dengue virus CPE = Dengue virus cytopathic effect inhibitors, cell-based, CPE readout, HTS (AID 540333). CPE inhibition, % at 20 µM. hit rate 3.1% among 10,000. Dengue virus CPE inhibition in host cells; stronger effect = higher value; in the data active = CPE inhibition mostly above about 9.1%, no sharp cut-off; inactive = mostly below about 7.2%
# The depositor's hits bear a star; i = inactive. Not all compounds are listed; the hit share may differ from the screen's.
SMILES,Dengue virus CPE
CC1=C(C)CC(C(=O)NNC(=O)c2cccc(Cl)c2)C(C(=O)O)C1 (stereo unspecified),i
CN(c1ccccc1)S(=O)(=O)c1cc(C(=O)Nc2nc3ccccc3[nH]2)ccc1Cl,i
CCN(CC)S(=O)(=O)c1ccc(NC(=O)c2cccc3c2C(=O)N(CCOC)C3)cc1,0.1
COc1ccc(CNC(=O)c2sc3nc4c(c(C(F)(F)F)c3c2N)CCC4)cc1OC,3.3
NNC(=O)/C(=C\c1cccs1)NC(=O)c1ccccc1,i
O=C(c1ccccc1)c1c(O)cc(-c2ccccc2)oc1=O,i
CCOC(=O)C1CCCN(C(=O)CN2C(=O)/C(=C/c3ccc(OC)cc3)Oc3ccccc32)C1 (stereo unspecified),1.4
CCOc1ccc(-c2nnc3ccc(SCC(=O)Nc4nc5ccccc5s4)nn23)cc1,0.3
Cc1ccccc1Oc1ccc(NC(=O)C2CC=CCC2C(=O)O)cc1 (stereo unspecified),i
COc1cccc(CNc2ccc(S(N)(=O)=O)cc2)c1OCc1ccccc1F,0.2
CCOC(=O)[C@@H]1[C@H]2COc3ccccc3[C@H]2N2C(=O)N(c3cccc(Cl)c3)C(=O)[C@]12C,0.0
N#CC1=C(N)NC(SCc2ccccc2)=C(C#N)C12CCCC2,1.5

# Another view of part of the listing above:
Structure | Dengue virus CPE
O=C(c1ccccc1)c1c(O)cc(-c2ccccc2)oc1=O | i
CCOC(=O)C1CCCN(C(=O)CN2C(=O)/C(=C/c3ccc(OC)cc3)Oc3ccccc32)C1 (stereo unspecified) | 1.4

# Other structures follow:
SMILES,Dengue virus CPE
COc1ccccc1OCCNS(=O)(=O)c1ccc2oc3ccccc3c2c1,7.5
Cc1cccnc1NC(=O)C1CCN(S(=O)(=O)c2c(C)noc2/C=C/c2ccco2)CC1,2.2
COC(=O)NNC(=O)COc1cc(C)c(Br)cc1C(C)C,i
O=C(NCc1ccc2c(c1)OCO2)c1ccc(CS(=O)(=O)Cc2cccc(Cl)c2)o1,i
CC(=O)Nc1ccc(S(=O)(=O)NCC(=O)OCC(=O)N2CCCc3ccccc32)cc1,0.3
CCn1c(-c2c(Cl)c(C)nn2C)n[nH]c1=S,i
CCOc1ccccc1N(CC(=O)Nc1ccc(S(=O)(=O)N2CCOCC2)cc1)S(=O)(=O)c1ccc(Cl)cc1,1.0
CN1C(=O)/C(=C/c2ccc3c(c2)OCO3)N=C1c1ccccc1,0.6
CCCOC(=O)/C=C/c1c(C)[nH]c(=O)[nH]c1=O,i
O=C(O)CCS(=O)(=O)c1ccc(-c2ccccc2)cc1,i
CCOC(=O)/C(C(=O)Nc1ccc(Br)cc1)=C1/NC(C)(C)Cc2ccccc21,3.9
Cc1ncsc1CCOC(=O)c1cccc([N+](=O)[O-])c1,i
COc1cc(C=Nc2cccc(C)c2)c(O)c([N+](=O)[O-])c1,0.2
CN1CCN(c2ccc(C(=O)c3ccccc3)cc2[N+](=O)[O-])CC1,i
Cc1cccc(Nc2nnc(SCC3CCCCO3)s2)c1 (stereo unspecified),0.1
COc1ccc(NS(=O)(=O)c2ccc(O)c(C(=O)OCC(=O)Nc3ccc4c(c3)OCCO4)c2)cc1,i
COC(=O)C1=C(C)N(C)C(=S)NC1c1ccccc1 (stereo unspecified),0.2
O=C(COC(=O)[C@H](Cc1ccccc1)NC(=O)c1cccs1)Nc1c(Cl)cccc1Cl,0.4
C/C(=N\Nc1nc(N)cc(Cl)n1)c1cccc(N)c1,0.8
NC(=O)c1c(NC(=O)C2CCCO2)sc2c1CCCCC2 (stereo unspecified),i
O=C(Nc1cc(Sc2ccccn2)cc([N+](=O)[O-])c1)c1cccc(Cl)c1,1.8
Cc1ccc(/C=C/C(=O)N2CCc3ccccc32)o1,0.1
CCC(=O)c1ccc(-c2ccccc2)cc1,i
COc1cc(C(=S)N2CCOCC2)ccc1OC(=O)c1cc([N+](=O)[O-])c(C)c([N+](=O)[O-])c1,i
O=C(O)c1cc(-c2cccc(Cl)c2)nc2nc(N3CCCCC3)sc12,i
Cc1cc(S(=O)(=O)N(Cc2cccs2)Cc2ccccc2F)ccc1-n1cnnn1,2.3
CCC(C)n1ncn(-c2ccc(N3CCN(c4ccc(O)cc4)CC3)cc2)c1=O (stereo unspecified),i
Cc1ccc(N=Nc2ccc(O)c3ncccc23)cc1,0.3
CCCCCn1c(N)c(-c2nc3ccccc3o2)c2c([N+](=O)[O-])nn(C)c(=O)c21,2.8
COCCNC(=O)c1cccc(C)c1[N+](=O)[O-],i
CCN(CC(=O)NC1CCS(=O)(=O)C1)S(=O)(=O)c1ccc2ccccc2c1 (stereo unspecified),i
CN(C)/C=N/c1sc2c(c1C#N)CCCCC2,0.3
COc1ccc2nc(C)cc(SCC(=O)NNC(=O)COc3cccc4ccccc34)c2c1,i
O=C1CCN1C1(C(=O)NC2CCCCC2)CCCC1,i
Cc1ccc(SCC(=O)n2nc(C)cc2C)cc1,i
COc1cc(CNCCc2ccc(S(N)(=O)=O)cc2)ccc1OCC(=O)NC(C)(C)C,i
NS(=O)(=O)c1ccc(NC(=S)N2CCN(c3cccc(Cl)c3)CC2)cc1,1.6
O=C(COc1ccc2ccccc2c1)Nc1cccc(C(=O)Nc2ccccc2C(=O)O)c1,i
CCOC(=O)CNNC(=O)Nc1ccc(Cl)c(Cl)c1,i
COc1ccc(Cl)cc1N(CC(=O)NC(C)(C)C)S(=O)(=O)c1ccc(C)c([N+](=O)[O-])c1,i
COc1ccc(C)cc1NC(=O)C(=O)N/N=C(\C)CC(=O)Nc1cccnc1,i
O=C(OCc1cc(=O)n2c(n1)sc1ccccc12)c1ccc(O)cc1,0.3
O=C(Cn1nc(C(F)(F)F)cc1C1CC1)NCc1ccccc1F,i
OC(COCc1cccs1)CN1CCN(c2ccccc2Cl)CC1 (stereo unspecified),0.5
CCN(CC)S(=O)(=O)c1ccc2c(c1)nc(CCC(=O)Nc1ccc3c(c1)OCO3)n2CC,0.7
O=C(CSc1nc2ccc(Cl)cc2[nH]1)N1CCN(C(=O)c2ccco2)CC1,0.0
O=C(COC(=O)c1ccccc1Nc1ccccc1)Nc1ccccc1,1.4
O=C(O)c1ccc(N/N=C/c2ccc3ncccc3c2)cc1,i

# Sorted by molar mass (descending): 16 of the compounds above.
SMILES,Dengue virus CPE
CCN(CC)S(=O)(=O)c1ccc2c(c1)nc(CCC(=O)Nc1ccc3c(c1)OCO3)n2CC,0.7
COc1ccc2nc(C)cc(SCC(=O)NNC(=O)COc3cccc4ccccc34)c2c1,i
COc1cc(CNCCc2ccc(S(N)(=O)=O)cc2)ccc1OCC(=O)NC(C)(C)C,i
O=C(COc1ccc2ccccc2c1)Nc1cccc(C(=O)Nc2ccccc2C(=O)O)c1,i
NS(=O)(=O)c1ccc(NC(=S)N2CCN(c3cccc(Cl)c3)CC2)cc1,1.6
COc1ccc(C)cc1NC(=O)C(=O)N/N=C(\C)CC(=O)Nc1cccnc1,i
OC(COCc1cccs1)CN1CCN(c2ccccc2Cl)CC1 (stereo unspecified),0.5
O=C(OCc1cc(=O)n2c(n1)sc1ccccc12)c1ccc(O)cc1,0.3
O=C(COC(=O)c1ccccc1Nc1ccccc1)Nc1ccccc1,1.4
O=C(Cn1nc(C(F)(F)F)cc1C1CC1)NCc1ccccc1F,i
CCOC(=O)CNNC(=O)Nc1ccc(Cl)c(Cl)c1,i
O=C(O)c1ccc(N/N=C/c2ccc3ncccc3c2)cc1,i
O=C1CCN1C1(C(=O)NC2CCCCC2)CCCC1,i
Cc1ccc(SCC(=O)n2nc(C)cc2C)cc1,i
CN(C)/C=N/c1sc2c(c1C#N)CCCCC2,0.3
COCCNC(=O)c1cccc(C)c1[N+](=O)[O-],i

# More compounds:
SMILES,Dengue virus CPE
O=C(Nc1ccc(S(=O)(=O)NCc2cccnc2)cc1)c1ccccc1Cl,1.5
N#Cc1c(N)nc2c(c1-c1ccc(Br)s1)CCCC2,0.9
COc1cccc(CNCCO)c1OCc1ccccc1Cl,0.1
Cc1ccc(N2CCN(S(=O)(=O)N3CCCCC3)CC2)cc1Cl,i
Cc1ccc(S(=O)(=O)N2CCOCC2)cc1NC(=O)COC(=O)CNC(=O)c1ccc(Oc2ccccc2)cc1,0.1
COc1cc(NC(=O)C/C(C)=N/NC(=O)Cc2ccccc2)c(OC)cc1Cl,i
Cn1cccc1CC(=O)N/N=C/C=C/c1ccccc1,0.0
S=C(NCCN1CCOCC1)Nc1ccccc1Cl,i
Cc1c(N=C2SCC(=O)N2/N=C/c2ccccc2)c(=O)n(-c2ccccc2)n1C,0.3
CC(C)(C)NC(=O)CCN(/N=C/c1ccc([N+](=O)[O-])o1)C1=NS(=O)(=O)c2ccccc21,1.2
CSc1nc(-c2ccccc2)nc(C(C)C)n1,2.7
CCCCCCOc1ccc(C(=O)O)cc1C#N,3.2
CC(C)CNC(=O)c1cccc(NC(=O)CSc2ccc(Cl)cc2)c1,0.4
CC12CCC(C(=O)N(c3cccc(Cl)c3)C1=O)C2(C)C (stereo unspecified),i
COc1ccc2c(c1)C(=O)N1[C@H]3c4cc(OC)ccc4OC[C@@H]3[C@H](c3ccccc3)[C@]1(C)C(=O)N2,7.4
CCCCNC(=O)CCCCC(=O)N/N=C/c1cccc(Cl)c1,1.0
COc1ccc(NS(=O)(=O)c2ccc(OC)c(NC(=O)CCC3CCCCC3)c2)cc1,0.7
Cc1nn(-c2ccccc2)c(C)c1C(=O)NCc1cccs1,i
O=C(NCCOc1ccccc1)C1Nc2ccc(C(F)(F)F)cc2C2c3ccccc3CC12 (stereo unspecified),0.2
COc1cccc(/C=C/C(=O)NCCc2ccc(OC)c(OC)c2)c1,i
COc1ccc(CNC(=O)c2ccccc2C(=O)O)cc1,i
Cn1cnnc1Sc1ccc(C(=O)OCC(=O)Nc2cc(Cl)cc(Cl)c2)cc1[N+](=O)[O-],i
CCOC(=O)C1CCN(c2c(-c3ccccc3)c3cc(Cl)ccc3[nH]c2=O)CC1,0.7
Cc1cccc(C(=O)Nc2nnc(-c3ccco3)o2)c1,i
CS(=O)(=O)N(CC(=O)N1CCCCC1)Cc1ccc(Cl)cc1,0.7
COc1cc(C(=O)Nc2ccc(C(C)=O)cc2)c(Br)c(OC)c1OC,i
COc1ccc(OC)c(NC(=O)/C=C/c2ccccc2[N+](=O)[O-])c1,i
Cn1c(SCC(=O)N/N=C/C=C/c2ccccc2[N+](=O)[O-])nc2ccccc21,3.0
Cc1cc(C)c(C#N)c(SCc2cn3ccccc3n2)n1,0.3
COC(=O)Cn1ncc(N2C3CC(CC(C)(C)C3)C2C)c(Cl)c1=O (stereo unspecified),i
Cc1c(NC(=O)Cc2ccccc2)cccc1C(=O)NN1C(=O)c2ccccc2C1=O,1.5
C/C(=N/N=C/c1ccc(N(C)C)cc1)c1ccccc1,1.7
CCCNC(=O)C12CCC(C)(C(=O)C1Br)C2(C)C (stereo unspecified),0.1
O=C(/C(C=Nc1ccc(Br)cc1)=C(/O)c1ccco1)C(F)(F)F,i
COC(=O)Cn1c(=NC(=O)c2ccc(OC)c(OC)c2)sc2cc(OC)ccc21,0.9
O=C(/C=C1\SC(=O)N(CC(=O)Nc2ccc(F)cc2)C1=O)Nc1ccc(Cl)cc1,2.1
COC(=O)C1CCCN1C(=O)COc1ccc(Cl)cc1Br (stereo unspecified),1.9
O=C(Nc1cccnc1)c1cccc(F)c1,0.3
COc1cccc(CN2CCC(C(=O)N3CCN(c4ccccc4F)CC3)CC2)c1OC,i
COc1ccc(NC(=O)CCSc2ccc(C)cc2)cc1,i
CCN(C(=O)c1ccc(S(C)(=O)=O)cc1)C12CC3CC(CC(C3)C1)C2,1.4
CCN(CC)S(=O)(=O)c1ccc(N2CCCCC2)c(NC(=O)/C(C#N)=C/c2ccc(OC)cc2)c1,1.8
CC(=O)NCCNC(=O)CNC(=O)c1ccc(Cl)cc1,0.7
O=C(Nc1ccccc1)Nc1nnc(CSCc2ccccc2Cl)s1,7.9
O=C(CSc1nnc(Nc2ccccc2)s1)NN1C(=O)NC2(CCCCC2)C1=O,0.7
Cc1ccc(-n2nnnc2Sc2nc([N+](=O)[O-])nn2C)cc1,1.9
COC(=O)C(Cc1ccccc1)NC(=O)C(CC(C)C)NC(=O)OC(C)(C)C (stereo unspecified),i
Cc1ccccc1C(=O)NCC(=O)NNC(=S)NC(=O)c1ccccc1,i
CCOC(=O)C(C)(C)N(Cc1ccc(C)cc1)S(=O)(=O)c1ccc(Cl)c([N+](=O)[O-])c1,7.3*
O=C(Nc1cccc(S(=O)(=O)N2CCOCC2)c1)[C@@H]1CCCN1S(=O)(=O)c1ccc(Cl)cc1,i
Oc1ccc(/C=N/Nc2cc(N3CCCC3)nc(N3CCCC3)n2)cc1O,2.4
O=C1N/C(=C\c2ccc(O)cc2)C(O)=C1C=NCc1ccccc1,i
CC1(C)CC(=O)C2=C(C1)c1c(ccc3ncccc13)NC2c1cccs1 (stereo unspecified),0.7
CCOC(=O)c1ccc(-c2c(-c3ccccc3OC)oc3ccccc23)cc1F,4.7
COc1cc(C2CC(=O)c3c(ccc4ccccc34)N2)ccc1O (stereo unspecified),0.5
O=C(COC(=O)C12CC3CC(CC(C3)C1)C2)Nc1nc2c(F)c(F)c(F)cc2s1,13*
COc1cc2nc(/C=C/c3cc(OC)c(OC)c(OC)c3)sc2cc1SC,2.3
CCOC(=O)c1c(C(=O)OCC)c(C)n(Cc2cc(OC)c(OC)c(OC)c2)c1C,i
CC(OC(=O)/C=C/c1ccco1)C(=O)Nc1cccc([N+](=O)[O-])c1 (stereo unspecified),0.7
O=C(O)c1cc(Cl)c(Cl)cc1C(=O)Nc1cccc2ncccc12,0.2

# Later entries.
SMILES,Dengue virus CPE
C/C=C/c1ccc(OCCOCCOc2cccc3cccnc23)c(OC)c1,i
COc1ccccc1-c1oc2ccccc2c1-c1ccc2c(c1)OCO2,4.7
CCn1cc(C(=O)Nc2ccc(OC)c(S(=O)(=O)N3CCCCC3)c2)c(=O)c2ccc(C)nc21,1.1
Cc1cccc(NC(=S)N2CCCCCC2)c1,0.3
O=C(NNC(=O)c1ccc(Cl)cc1Cl)Nc1ccccc1,0.9
Cc1cc(NC(=O)CN2CCN(C/C=C/c3ccccc3)CC2)c([N+](=O)[O-])cc1C,0.4
COC(=O)C1C/C(=N\NS(=O)(=O)c2ccc(C)cc2)c2sccc2C1 (stereo unspecified),0.5
COc1ccc(Nc2nc3ccc(C)cc3cc2C#N)c(OC)c1,0.8
CC(C)C[C@H]1CN=C(Nc2ccccc2)N1CCc1cccc(F)c1,1.7
COc1ccc(C(=O)O/N=C(\N)Cc2ccc(Cl)c(Cl)c2)cc1OC,i
CC(=O)Nc1nnc(-c2ccccn2)o1,0.7
